# Compound activity (PubChem)
# HIV peptide binding: inhibitors of HIV fusion peptide binding, primary screen, biochemical, uHTS, fluorescence dequenching (AID 1986) | cell-free peptide binding, fluorescence dequenching, 30 min; higher % means a stronger effect | inhibition, % at 20 µM, or IC50 in µM where a hit was titrated | 290,000 compounds, 0.3% hits; in the data active = inhibition mostly above about 52%, no sharp cut-off; inactive = mostly below about 76%; note: some results filed as inactive read as strong as hits
# MgcRacGAP inhibition: MgcRacGAP GTPase-activating activity inhibitors, confirmation, biochemical, ADP Hunter fluorescence. MgcRacGAP-stimulated Rac1 GTP hydrolysis, ADP Hunter fluorescence; higher % means a stronger effect; GST-tagged Rac1 F28L mutant substrate. one-dose inhibition, % at 30 µM; IC50 in µM for titrated hits. AID 624330. 340,000 compounds, 0.6% hits;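 active = first-screen hits whose inhibition reached a set limit at any dose in the follow-up dose series; inconclusive = inhibition above the set first-screen limit but never retested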;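 note: fluorescence reports GDP produced by GAP-driven GTP hydrolysis; strong numbers were not always called active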
# SV40 large T antigen: TAg ATPase/helicase activity blockers – biochemical (AID 1903); SV40 large T antigen ATPase/helicase inhibition assay; higher % means a stronger effect; one-dose inhibition, % at 20 µM; IC50 in µM for titrated hits; 310,000 compounds, 0.39% hits; in the data active = a potency from the dose series; inconclusive = inhibition mostly from about 32% at the one dose, without a potency; inactive = the rest, 99 in 100 with inhibition below about 32%; note: strong numbers were not always called active
# LYP phosphatase: inhibitors of LYP phosphatase, biochemical, fluorescence intensity, uHTS (AID 1779) | recombinant LYP phosphatase, fluorescence intensity; higher % means a stronger effect | 290,000 compounds, 0.054% hits | inhibition, % at 11.5 µM, or IC50 in µM where a hit was titrated; in the data active = inhibition above about 50%;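 note: plate controls were vehicle with enzyme for no effect and no enzyme for full effect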
# Siah-1 displacement: Siah-1 peptide-binding antagonists, primary screen, biochemical, fluorescence polarization, rhodamine-plectin, uHTS (AID 1817) | Siah-1 / rhodamine-plectin peptide fluorescence polarization; higher % means a stronger effect | displacement, % at 20 µM, or IC50 in µM where a hit was titrated | 290,000 compounds, 0.02% hits;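 active = displacement of at least 50% at 20 µM, with a fluorescence ratio check between 0.3 and a set limit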;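 note: plate controls were Siah plus tracer with DMSO for no effect and tracer alone without Siah for full effect; strong numbers were not always called active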
# AID2073: disruptors of CaV2.2 binding to Mint1 – biochemical, HTRF (AID 2073). HTRF protein-protein interaction, Mint1-CaV2.2; higher % means a stronger effect. inhibition, % at 20 µM, or IC50 in µM where a hit was titrated. 290,000 compounds, 0.19% hits; in the data active = inhibition mostly above about 51%, no sharp cut-off; inconclusive = no clear call, values can overlap the other calls; inactive = mostly below about 53%; note: some results filed as inactive read as strong as hits
# NS5 inhibitors: flavivirus cap methylation enzyme inhibition – biochemical, confirmation dose response, primary screen (AID 588689); Dengue-2 NS5 methyltransferase capping enzyme assay, biochemical; higher % means a stronger effect; one-dose inhibition, % at 25 µM; IC50 in µM for titrated hits; 340,000 compounds, 0.3% hits; in the data active = a potency from the dose series; inconclusive = inhibition above about 29% without an active follow-up result
# RSV CPE inhibition: RSV antiviral activity via CPE protection, HEp-2 cells, primary 10 µM value included (AID 2391) | HEp-2 cells, RSV-induced CPE inhibition; higher % means a stronger effect | one-dose CPE inhibition, % at 10 µM; IC50 in µM for titrated hits | 310,000 compounds, 0.13% hits; in the data active = a potency from the dose series; inconclusive = CPE inhibition mostly from about 23% at the one dose, without a potency; inactive = the rest, 99 in 100 with CPE inhibition below about 21%; note: strong numbers were not always called active
# XIAP antagonists: XIAP antagonists, biochemical, IAP family, fluorescence polarization (AID 1018); displacement, % at 20 µM; hits with a dose series show IC50 in µM; 200,000 compounds, 0.007% hits; XIAP BIR domain, fluorescence polarization peptide displacement; higher % means a stronger effect; in the data active = displacement above about 50%; note: a part of the inactive calls stands beside numbers as strong as those of hits
# Numbers without * were called inactive; ? = inconclusive; . = no result given; & = joins results of further samples. This is a subset; the hit share may differ from the screen's.
SMILES,HIV peptide binding,MgcRacGAP inhibition,SV40 large T antigen,LYP phosphatase,Siah-1 displacement,AID2073,NS5 inhibitors,RSV CPE inhibition,XIAP antagonists
OC1/C(=C/c2ccc(C(F)(F)F)cc2)N2CCC1CC2 (configuration not stated),0.5%,7%,7%,-5%,3%,16%,-7%,1.0%,-4.5%
CCOC(=O)C(O)(c1ccc(N=c2ccccn2C)cc1)C(F)(F)F (configuration not stated),-2.1%,2%,28%,-6%,4%,-14%,5%,0.0%,.
O=C(Nc1ccc(Cl)cc1C(=O)c1ccccc1)c1ccccc1,-3.0%,13%,27%,-7%,-1%,1%,5%,2.1%,-7.1%
Cc1nc2cc(C(=O)N3CCC4(CC3)OCCO4)ccc2n1-c1cccc(F)c1,-1.5%,6%,9%,-14%,0%,8%,-3%,0.2%,-2.3%
Cc1ccc(-c2nc3ccccc3c(=O)n2-c2ccncc2)cc1,-0.5%,1%,6%,4%,2%,-1%,-1%,1.6%,-2.3%
COc1ccc(N2C(=O)/C(=C/C=C/c3ccccc3[N+](=O)[O-])C(=O)NC2=S)cc1,48%,.,17%,3%,23%,64%,.,.,-5.5%
CN(C)c1ccc(C=C(C#N)C#N)cc1,8.2%,4%,0%,0%,5%,-8%,-4%,1.4%,-1.3%
Cc1ccc(NC(=O)c2snnc2C)cc1Cl,2.1%,2%,9%,-5%,3%,6%,-2%,-0.2%,1.1%
O=C(NC(=S)N1C[C@H]2C[C@H](C1)c1cccc(=O)n1C2)c1ccc(F)cc1,-1.3%,-2%,16%,-8%,-1%,-27%,0%,0.9%,.
CN1CCN(Cc2ccccc2C(F)(F)F)CC1,-2.4%,8%,0%,-11%,3%,-2%,-3%,-1.0%,-7.6%
O=C(CN1C2CCC1CC(O)(c1cccnc1)C2)Nc1ccc2c(c1)OCO2 (configuration not stated),1.5%,7%,3%,2%,-2%,-2%,-5%,-0.7%,-3.8%
Cc1ccc(-n2cc(CNC(C)Cc3cnccn3)c(-c3cccc(C)c3)n2)cc1 (configuration not stated),-0.5%,6%,5%,-9%,1%,-1%,-1%,5.3%,-6.9%
COC(=O)c1ccc(COc2cc(C)cc3oc(=O)c4c(c23)CCCC4)o1,-0.5%,3%,15%,2%,-3%,8%,-3%,-0.1%,-3.6%
CN1C(=O)NC(=O)/C(=C/c2ccc(C(=O)O)cc2)C1=O,2.0%,14%,24%,-8%,10%,12%,85µM*,0.6%,.
O=C(c1cc(F)ccc1F)C1CCCN(CCCc2ccccc2)C1 (configuration not stated),-1.7%,9%,5%,-6%,-2%,11%,-4%,-0.3%,-8.4%
CCN(CC)c1ccc(/C=N/c2sc3c(c2C#N)C2CCN3CC2)c(O)c1,120%*,10%,6%,4%,-2%,0%,-42%,24%,-7.5%
CCN1CCN(Cc2cc(Br)cc(OC)c2O)CC1,-2.2%,1%,7%,-1%,5%,3%,-4%,-2.1%,-0.2%
Cc1ccc(OP(=O)(NC(C)c2ccccc2)Oc2ccc(C)cc2)cc1 (configuration not stated),2.3%,5%,.,5%,0%,10%,-8%,1.8%,-7.8%
CCC1(C(=O)c2ccccc2)C2c3ccccc3OC(=O)C21C(C)=O (configuration not stated),0.2%,.,1%,-5%,1%,6%,.,0.9%,.
CCC(=NCCC1=CCCCC1)c1c(O)[nH]c(=O)[nH]c1=O,0.9%,14%,21%,-5%,8%,-5%,0%,0.5%,-6.8%
Cc1nc(CCl)cc(=O)[nH]1,0.5%,5%,7%,4%,-4%,2%,0%,-2.7%,-5.1%
CCOC(=O)C1CCN(/C=C2/C(=O)NC(=O)N(c3cccc(C)c3C)C2=O)CC1,1.7%,11%,6%,6%,0%,-10%,-13%,0.1%,-6.5%
COc1ccccc1Sc1ccccc1CC(C)N (configuration not stated),1.1%,7%,6%,-2%,-2%,-2%,-9%,0.6%,-7.1%
CCC(=O)OC1(Cc2ccc(CC)cc2)CC(C)N(C)CC1C (configuration not stated),0.8%,4%,19%,-7%,10%,35%,12%,.,.
O=c1cccc2n1C[C@H]1C[C@@H]2CN2CCCC[C@@H]12,-0.4%,3%,9%,-5%,6%,-8%,-3%,-1.1%,.
CN1C(=O)/C(=C/c2cccn2-c2ccc3ccccc3c2)C(=O)NC1=S,12%,16%,52%,6%,3%,25%,28%,1.1%,-3.2%
CCCC1COC(Cn2cncn2)(c2ccc(Cl)cc2Cl)O1 (configuration not stated),-1.8%,11%,9%,-7%,3%,0%,-1%,1.0%,-2.0%
Cc1cc2c(C(F)(F)F)cc(=O)oc2c2c1NCCC2,52%*,1%,3%,-4%,3%,27%,26%,-1.5%,4.9%
COC(=O)C(O)(c1ccc(NC(=O)c2cccs2)cc1)C(F)(F)F (configuration not stated),-1.2%,.,14%,-4%,6%,10%,.,0.8%,.
CC1CN=C(NC(C)c2ccccc2)S1 (configuration not stated),-0.9%,5%,-7%,-5%,1%,0%,-3%,-0.1%,-3.5%
CC(C)c1ccc(NC(=O)N2C[C@H]3C[C@@H](C2)c2cccc(=O)n2C3)cc1,0.5%,-1%,22%,-11%,-4%,0%,3%,.,.
CC(C)c1ccc(-n2c(O)c(/C=N/NC(=O)c3ccccc3O)c(=O)[nH]c2=S)cc1,52%,24%,12%,-8%,-13%,-2%,-23%,1.4%,.
CCOc1ccc(-n2c(O)c(C=Nc3ccc(N4CCOCC4)cc3)c(=O)[nH]c2=O)cc1,3.6%,10%,35%,4%,0%,4%,23%,-1.6%,-2.2%
Cn1c(O)c(/C=N/c2ncccn2)c(=O)n(C)c1=O,2.3%,-5%,4%,-4%,3%,7%,-16%,.,0.2%
Ic1ccccc1CN[C@@H]1C2CCN(CC2)[C@@H]1C(c1ccccc1)c1ccccc1,.,15%,23%,.,.,.,-7%,-1.5%,.
COC(=O)CC1=C(C(=O)OC)C2(C(=O)Nc3c(C)cccc32)C(C#N)=C(N)O1 (configuration not stated),-1.6%,-1%,8%,-5%,-1%,6%,-6%,0.6%,-4.9%
Cc1c(P(=S)(c2ccccc2)c2ccccc2)[n+]2ccccc2n1C,-2.0%,5%,0%,0%,0%,-6%,-16%,.,-2.0%
CN(C)C(=O)Oc1ccc(Cl)c2cccnc12,3.9%,-3%,16%,-10%,19%,12%,.,1.2%,-3.4%
Cn1cnnc1Sc1cc(N2CCNCC2)ccc1[N+](=O)[O-],-1.3%,4%,7%,-7%,4%,-9%,8%,0.6%,.
CC#CP(=O)(OC)C(O)(CF)c1ccccc1 (configuration not stated),1.4%,12%,2%,3%,-3%,5%,-7%,1.3%,-4.5%

# Quoted at random: 2 compounds from above.
SMILES,HIV peptide binding,MgcRacGAP inhibition,SV40 large T antigen,LYP phosphatase,Siah-1 displacement,AID2073,NS5 inhibitors,RSV CPE inhibition,XIAP antagonists
CCC(=O)OC1(Cc2ccc(CC)cc2)CC(C)N(C)CC1C (configuration not stated),0.8%,4%,19%,-7%,10%,35%,12%,.,.
CCOc1ccc(-n2c(O)c(C=Nc3ccc(N4CCOCC4)cc3)c(=O)[nH]c2=O)cc1,3.6%,10%,35%,4%,0%,4%,23%,-1.6%,-2.2%

# Next entries follow:
SMILES,HIV peptide binding,MgcRacGAP inhibition,SV40 large T antigen,LYP phosphatase,Siah-1 displacement,AID2073,NS5 inhibitors,RSV CPE inhibition,XIAP antagonists
COc1cccc(O)c1CN1CCCC(C(=O)c2ccccc2SC)C1 (configuration not stated),0.9%,7%,4%,3%,1%,4%,2%,15%,-5.4%
Cc1cc(OCC(=O)N2C[C@H]3C[C@@H](C2)c2cccc(=O)n2C3)c2c(C)cc(=O)oc2c1,0.8%,6%,1%,-4%,6%,16%,-3%,-0.3%,.
Cc1ccc(N2C(=O)NC(=O)/C(=C\c3ccc(N4CCOCC4)cc3)C2=O)cc1,54%,15%,16%,-2%,-2%,5%,13%,1.3%,-2.7%
COc1ccc(Cl)cc1C(=O)C1CCCN(CCO)C1 (configuration not stated),-0.2%,2%,20%,-12%,1%,7%,-7%,-2.2%,-8.1%
O=C(O)c1ccc(-n2c(O)c(/C=C3\C=Nc4ccccc43)c(=O)[nH]c2=O)cc1,19%,97µM*,19%,2%,2%,?,-44%,0.4%,.
COCCCn1c(N)c(C(=O)OCCOC)c2nc3ccccc3nc21,-0.7%,6%,16%,-28%,3%,25%,-5%,4.1%,0.5%
CCN1C(=O)N(CC)C(=O)C2(Cc3ccccc3N3CCN(c4ccccc4)CC32)C1=O (configuration not stated),1.2%,.,10%,-7%,-3%,-13%,.,1.5%,.
N#CC(C#N)=C(C#N)c1ccc(Nc2ccccc2)cc1,3.1%,19%,29%,-4%,-4%,-2%,33%,1.0%,.
Cc1ccccc1C(=O)NC(Oc1ccccc1)C(Cl)(Cl)Cl (configuration not stated),3.4%,8%,7%,-6%,7%,-4%,-8%,2.5%,-2.1%
CCOC(=O)c1cc(CC)sc1/N=C/c1c(O)[nH]c(=S)[nH]c1=O,13%,13%,?,-8%,2%,25%,-1%,2.0%,-1.7%
O=C1NC(=O)N(CCNc2ncc(C(F)(F)F)cc2Cl)C(=O)C1Cc1ccc(Cl)cc1 (configuration not stated),16%,13%,9%,4%,0%,19%,11%,1.4%,-6.0%
Cc1ccc(S(=O)(=O)N(C)C/N=C(\N)N[N+](=O)[O-])cc1,0.9%,.,5%,-6%,8%,4%,.,-1.2%,-6.0%
CCC12CN3CCN(CC(C3)/C1=N/NC(N)=O)C2,-0.9%,-3%,24%,-12%,10%,1%,-3%,-0.7%,-0.9%
Cc1c(NC(NC(=O)CF)C(Cl)(Cl)Cl)c(=O)n(-c2ccccc2)n1C (configuration not stated),2.0%,3%,25%,-5%,8%,-8%,-1%,0.4%,-2.6%
CC(=O)NC(Cc1ccc(N(CCCl)CCCl)cc1)C(=O)O (configuration not stated),0.9%,5%,-1%,-3%,12%,9%,1%,1.1%,0.5%
CC(=O)N1N=C2C3CCN(CC3)C2C1c1ccc(Br)cc1 (configuration not stated),-0.4%,-5%,12%,-12%,-3%,2%,-4%,0.4%,.
CC1(C)NC(=O)[C@H]2CCCN21,.,4%,5%,.,.,.,-6%,3.7%,.
O=c1[nH]c(=S)n(-c2ccc(Cl)cc2)c(O)c1/C=N/N1CCOCC1,1.8%,9%,24%,4%,9%,-24%,-6%,1.7%,.
CN1CCN(Cc2nnc3n2-c2ccc(Cl)cc2C(c2ccccc2)=NC3)CC1,-2.0%,-3%,19%,-1%,4%,0%,-4%,1.2%,-13%
OC1/C(=C/c2ccc(F)cc2)N2CCC1CC2 (configuration not stated),1.1%,3%,7%,-6%,7%,-6%,-3%,0.6%,-2.8%
COC(=O)c1cc2c(s1)=NC=NP=2(N1CCOCC1)N1CCOCC1,0.2%,8%&7%,13%,-6%,-2%,-3%,-4%&1%,0.0%,10%
CCCCC12CNCC(C)(CNC1)C2=O,-2.2%,-5%,-4%,-4%,5%,1%,-2%,0.0%,-0.2%
CC1(C)COC(Nc2ccc(Cl)cc2)=N1,-1.3%,3%,3%,-9%,5%,-5%,-7%,-0.8%,-1.3%
CC1CCCCC1NC(=O)CNC(=S)N1CC2CC(C1)c1cccc(=O)n1C2 (configuration not stated),-0.3%,8%,7%,-2%,2%,2%,-10%,1.4%,.
